AmpC detergent: qHTS Inhibitors of AmpC Beta-Lactamase (assay with detergent); P00811; AmpC hydrolysis of nitrocefin, absorbance 480 nm, 0.01% Triton; Potency, µM (doses to about 114 µM), without a hit: at the top dose activity change, negative = inhibition, actives largely listed as inhibitors; actives 0.041% (n = 370,000); AID 485294, 2010;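 further: potency means the concentration at half of the fitted maximal effect; 0% = no-compound wells and -100% = no-enzyme wells; nearly all actives have a fitted effect of over 25% in size; some results filed as inactive show a strong effect at the top dose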
Target sequence (P00811 whole entry, looked up): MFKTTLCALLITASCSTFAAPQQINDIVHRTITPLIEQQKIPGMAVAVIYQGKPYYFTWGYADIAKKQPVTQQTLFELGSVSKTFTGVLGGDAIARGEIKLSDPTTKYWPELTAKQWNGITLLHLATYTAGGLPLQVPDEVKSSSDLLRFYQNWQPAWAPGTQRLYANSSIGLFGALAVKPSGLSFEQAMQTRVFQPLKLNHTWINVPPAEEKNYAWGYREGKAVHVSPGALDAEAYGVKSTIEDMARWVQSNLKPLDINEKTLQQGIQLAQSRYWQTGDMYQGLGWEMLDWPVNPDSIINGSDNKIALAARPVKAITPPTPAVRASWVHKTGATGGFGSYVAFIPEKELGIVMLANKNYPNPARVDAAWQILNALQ
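20 mM phosphate pH 7.0 + 0.01% (detergent screen) or 0.0001% Triton X-100; 5.3 nM AmpC reagent; cpd preinc 15 min RT; nitrocefin (800 uM stock) to start; A480 q20 s × 4 min; Activity was normalised to no-enzyme and no-compound control wells.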
AMA1-RON2 inh: qHTS for Inhibitors of AMA1-RON; Towards Development of Antimalarial Drug Lead: Primary Screen; Plasmodium falciparum AMA1 (3D7) - RON2 peptide interaction; AlphaScreen AMA1-biotinylated RON2 peptide binding; Potency, µM (top dose mostly 58.2 µM), inactives show at the top dose activity change, negative = inhibition, usual class: inhibitors; actives 0.2% (n = 360,000); AID 720542, 2013;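 further: potency means the concentration at half of the fitted maximal effect; 0% = vehicle wells and -100% = peptide control; nearly all actives have a fitted effect of over 45% in size; some results filed as inactive show a strong effect at the top dose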
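AMA1 (3D7) with his tag at 25 nM final met compounds first, then biotinylated RON2 peptide at 25 nM; detection used donor plus acceptor beads, 10 µg/mL apiece, read by AlphaScreen after 30 min at room temperature.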
Giardia FBPA inh: qHTS Assay for Inhibitors of Fructose-1,6-bisphosphate Aldolase from Giardia Lamblia; A8B2U2; purified Giardia FBPA; Potency, µM (doses to about 59.6 µM), for the others: top-dose activity, negative = inhibition, hits mostly inhibitors; actives 0.71% (n = 290,000); AID 2451, 2010; further: potency means the concentration at half of the fitted maximal effect; nearly all actives have a fitted effect of over 55% in size
Target sequence (A8B2U2 whole entry, looked up): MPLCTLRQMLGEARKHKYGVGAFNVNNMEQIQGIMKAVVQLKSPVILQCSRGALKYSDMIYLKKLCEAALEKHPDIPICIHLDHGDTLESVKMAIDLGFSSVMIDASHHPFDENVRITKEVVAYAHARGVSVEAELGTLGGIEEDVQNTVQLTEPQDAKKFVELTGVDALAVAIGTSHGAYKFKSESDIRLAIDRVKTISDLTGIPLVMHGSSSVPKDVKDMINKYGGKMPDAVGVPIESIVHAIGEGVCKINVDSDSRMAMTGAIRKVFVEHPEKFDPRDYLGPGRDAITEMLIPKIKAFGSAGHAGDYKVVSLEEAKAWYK
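Giardia FBPA (40 nM reagent) was preincubated 10 min at RT with compound (up to 57.5 uM final), then substrate plus GAPDH/TPI/NAD/arsenate coupling system with diaphorase/resazurin was added; resorufin fluorescence (525/598 nm) was read after 20 min.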
AmpC no deterg: qHTS Inhibitors of AmpC Beta-Lactamase (assay without detergent); P00811; AmpC nitrocefin hydrolysis, absorbance 480 nm, 0.0001% Triton; Potency, µM (doses to about 57.1 µM), inactives show top-dose activity change, negative = inhibition, usual class: inhibitors; actives 0.52% (n = 330,000); AID 485341, 2010;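 further: potency means the concentration at half of the fitted maximal effect; plate controls were no compound for no effect and no enzyme for full effect; nearly all actives have a fitted effect of over 20% in size; some results filed as inactive show a strong effect at the top dose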
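20 mM phosphate pH 7.0 + 0.01% (detergent screen) or 0.0001% Triton X-100; 5.3 nM AmpC reagent; cpd preinc 15 min RT; nitrocefin (800 uM stock) to start; A480 q20 s × 4 min; Activity was normalised to no-enzyme and no-compound control wells.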
HCMV antiviral: qHTS Assay for inhibitors of the human cytomegalovirus (HCMV); HFF cells, HCMV-luciferase reporter, 72 h; hits give low values; activity change, negative = inhibition, % at 57.5 µM; actives 4.5% (n = 410,000); AID 1259415, 2018; in the data active means activity change below about -60%; inconclusive means no clear call, values can overlap the other calls; inactive means above about -39%
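HFF cells seeded 16 h at 37C, treated with compounds, infected with luciferase-reporter HCMV at MOI 1 PFU/cell; luciferase read at 72 h post infection, normalized to buffer-only and Salinomycin controls.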
Sm TGR inh: qHTS Assay for the Inhibitors of Schistosoma Mansoni Peroxiredoxins | actives 3% (n = 360,000) | AID 485364, 2010 | Schistosoma mansoni thioredoxin glutathione reductase (TGR), Q962Y6 | purified TGR, DTNB reduction, TNB absorbance 405 nm | Potency, µM (titrated, usually from 114 µM), inactives show at the top dose activity change, negative = inhibition, usual class: inhibitors; further: potency means the concentration at half of the fitted maximal effect; nearly all actives have a fitted effect of over 60% in size
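Kinetic colorimetric format: TGR-catalysed, NADPH-driven DTNB reduction monitored via TNB absorbance. Enzyme dispensed at 20 nM; compound exposure 15 min at room temperature before reaction start.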
The depositor's hits bear a star; ? = inconclusive; nt = not tested or not shown; & = joins results of further samples; [ ] = another dose, or the depositor's remark. Unless noted, the call rests on the fitted dose curve; in most records, active means well fitted curve in the direction sought with a large enough effect; inconclusive means small, poorly fitted or top-dose-only effect, or another doubt; inactive means no such curve, though single readings can be large; an effect the other way counts as inactive or inconclusive. Unless noted, on the % scale 0 is the no-effect control and ±100 the full control effect.

1: CCOC(=O)C1=CC[C@@H](c2cccc(C)c2)N(S(=O)(=O)c2ccc(C)cc2)[C@H]1C(=O)OCC
2: O=C(NCCCc1nc2ccccc2n1Cc1cccc(Cl)c1)c1ccco1
3: COC(=O)c1ccc(OCc2cc(=O)n3ccsc3n2)cc1
4: CC(=O)c1ccc(N(CC(=O)NC2CCCC2)C(=O)CNC(=O)c2ccco2)cc1
5: O=C(CNC(=O)c1ccc(Cl)cc1Cl)OCC(=O)N1CCCC1=O
6: C[C@H]1CN([C@@H](C)CO)C(=O)c2cc(NC(=O)C3CCCCC3)ccc2O[C@H]1CN(C)CC1CCCCC1
compound no.	1	2	3	4	5	6
AmpC detergent	4%	-4%	7%	-13%	-1%	nt
AMA1-RON2 inh	-9%	nt	8%	3%	3%	-7%
Giardia FBPA inh	nt	nt	-12%	-8%	nt	nt
AmpC no deterg	52%	nt	-7%	4%	-3%	176%[activator]
HCMV antiviral	-6	-76*	33	-2	4	19
Sm TGR inh	4%	-18%	1%	3%	0%	nt

7: Cc1c(Cl)cccc1NC(=S)N(CCN(C)C)C(C)c1ccccn1 (stereo unspecified)
8: CCOC(=O)C1CCCN(CCC(=O)Nc2cc(C)cc(C)c2)C1 (stereo unspecified)
9: CCCc1ccc2oc(C(=O)N3CCC(O)CC3)c(C)c2c1
10: CCN(CCCNC(=O)CC(C(=O)N1CCc2ccccc21)n1ccnc1)c1ccccc1 (stereo unspecified)
11: CC1CC(C)CN(C(=O)COC(=O)c2cc(S(=O)(=O)N3CCOCC3)ccc2F)C1 (stereo unspecified)
12: CC1CCN(S(=O)(=O)c2cccc(C(=O)N3CCN(c4ccc(F)cc4)CC3)c2)CC1
compound no.	7	8	9	10	11	12
AmpC detergent	-3%	?	-7%	-2%	-12%	9%
AMA1-RON2 inh	84%[activator]	-2%	1%	-30%	1%	1%
Giardia FBPA inh	6%	0%	6%	1%	nt	-13%
AmpC no deterg	-3%	32%	94%[activator]	150%[activator]	50%	134%[activator]
HCMV antiviral	?	4	16	3	-20	-15
Sm TGR inh	-6%	16%	-13%	6%	7%	21%

13: C/C(CCc1ccccc1)=N\NC(=O)c1ccc(CN2CCOCC2)cc1
14: COc1ccc(-c2cc(C(F)F)n3ncc(C(=O)Nc4c(C)n(C)n(-c5ccccc5)c4=O)c3n2)cc1
15: COC(=O)C(C(=O)Nc1cccc(C)n1)C1CCCCCC1 (stereo unspecified)
16: COc1ccc(/C(C)=N/OCC(=O)Nc2nc3ccccc3s2)cc1OC
17: Cn1c(=O)c(=O)n(C)c2cc(S(=O)(=O)CCC(=O)Nc3ccc(F)cc3)ccc21
18: COc1ccc(NS(=O)(=O)c2ccc(C)c(C(=O)N3CCC3)c2)cc1
compound no.	13	14	15	16	17	18
AmpC detergent	0%	5%	3%	3%	-6%&15%	3%
AMA1-RON2 inh	64%[activator]	-6%	-10%	-8%	-6%	7%
Giardia FBPA inh	0%	5%	4%	-22%	3%	nt
AmpC no deterg	-9%	-19%	11%	8%	0%	-17%
HCMV antiviral	-12	12	4	-3	63&11	-17
Sm TGR inh	-4%	5%	33%	1%	?	?

19: COc1cccc(-c2cc(C(=O)Nc3ccc([N+](=O)[O-])cn3)c3ccccc3n2)c1
20: COc1ccc(Cc2n[nH]c(=S)n2NC(=O)Nc2ccc(C)cc2)cc1
21: CC(C)(C)OC(=O)NCc1ccc(CNC(=O)c2[nH]cnc2C(=O)N[C@@H](Cc2ccccc2)C(=O)OCc2ccccc2)cc1
22: Cc1sc2ncn(CC(=O)N3CCC(C(N)=O)CC3)c(=O)c2c1S(=O)(=O)N1CC(C)CC(C)C1 (stereo unspecified)
23: CCOc1ccc(NC(=O)CCNC(=O)C2CCN(S(=O)(=O)c3ccccc3)CC2)cc1
24: CCOc1ccc(Nc2ccc3nonc3c2[N+](=O)[O-])cc1
compound no.	19	20	21	22	23	24
AmpC detergent	?	6%	-14%	?	-4%	-6%
AMA1-RON2 inh	-8%	99%[activator]	133%[activator]	-14%	2%	?
Giardia FBPA inh	1%	-7%	7%	1%	nt	1%
AmpC no deterg	?	-19%	48%	-3%	31%	-19%
HCMV antiviral	48	5	38	-1	2	?
Sm TGR inh	-3%	5%	20%	5%	?	-20%

25: Cn1c2ccccc2c2cc(C(=O)OCC(=O)N3CC(=O)Nc4ccccc43)sc21
26: CCCC(=O)Nc1ccc(NCc2ccc(C)s2)cc1
27: Cc1nc2[nH]c(=O)c3c(n2n1)NC1=C(C(=O)CC(C)(C)C1)C3c1ccccc1 (stereo unspecified)
28: COc1cc(C(=O)OCC(=O)N(C)Cc2ccccc2)cc(OC)c1OC
29: Cc1sc2ncn(CC(=O)NCCc3ccccc3)c(=O)c2c1C
30: CCCc1nc2ccccc2c(C(=O)OCC(=O)N2CCc3ccccc32)c1CC
compound no.	25	26	27	28	29	30
AmpC detergent	-14%	-7%	-14%	?	4%	10%
AMA1-RON2 inh	-9%	0%	-6%	3%	-13%	-1%
Giardia FBPA inh	-8%	-2%	-7%	4%	7%	2%
AmpC no deterg	-6%	52%	-20%	-3%	-16%	-20%
HCMV antiviral	3	9	-21	-26	-39	30
Sm TGR inh	0%	9%	-13%	5%	-2%	6%

Laid out differently: 9 of the compounds above
Below each compound: AmpC detergent | AMA1-RON2 inh | Giardia FBPA inh | AmpC no deterg | HCMV antiviral | Sm TGR inh
19	COc1cccc(-c2cc(C(=O)Nc3ccc([N+](=O)[O-])cn3)c3ccccc3n2)c1
 : ? | -8% | 1% | ? | 48 | -3%
20	COc1ccc(Cc2n[nH]c(=S)n2NC(=O)Nc2ccc(C)cc2)cc1
 : 6% | 99%[activator] | -7% | -19% | 5 | 5%
21	CC(C)(C)OC(=O)NCc1ccc(CNC(=O)c2[nH]cnc2C(=O)N[C@@H](Cc2ccccc2)C(=O)OCc2ccccc2)cc1
 : -14% | 133%[activator] | 7% | 48% | 38 | 20%
22	Cc1sc2ncn(CC(=O)N3CCC(C(N)=O)CC3)c(=O)c2c1S(=O)(=O)N1CC(C)CC(C)C1 (stereo unspecified)
 : ? | -14% | 1% | -3% | -1 | 5%
23	CCOc1ccc(NC(=O)CCNC(=O)C2CCN(S(=O)(=O)c3ccccc3)CC2)cc1
 : -4% | 2% | nt | 31% | 2 | ?
24	CCOc1ccc(Nc2ccc3nonc3c2[N+](=O)[O-])cc1
 : -6% | ? | 1% | -19% | ? | -20%
25	Cn1c2ccccc2c2cc(C(=O)OCC(=O)N3CC(=O)Nc4ccccc43)sc21
 : -14% | -9% | -8% | -6% | 3 | 0%
26	CCCC(=O)Nc1ccc(NCc2ccc(C)s2)cc1
 : -7% | 0% | -2% | 52% | 9 | 9%
27	Cc1nc2[nH]c(=O)c3c(n2n1)NC1=C(C(=O)CC(C)(C)C1)C3c1ccccc1 (stereo unspecified)
 : -14% | -6% | -7% | -20% | -21 | -13%

(next part)
31: O=C(CN1CCCCC1)N1CCN(S(=O)(=O)c2ccccc2)C1
32: CCOCCCN(Cc1ccco1)S(=O)(=O)c1cc2c(cc1C)NC(=O)CO2
33: C/C(Cl)=C\Cn1c(N2CCCCCC2)nc2c1c(=O)n(C)c(=O)n2C
34: COc1cccc(N2CC(C(=O)Nc3nnc(SCC(=O)NC4CCCC4)s3)CC2=O)c1 (stereo unspecified)
35: CCOC(=O)c1c(-c2ccc(C)cc2)csc1NC(=O)c1cc(=O)c2cc(C)ccc2o1
36: C=C(C)CSc1nc2ccccc2c(=O)n1-c1c(C)n(C)n(-c2ccccc2)c1=O
compound no.	31	32	33	34	35	36
AmpC detergent	-8%	-3%	8%	4%	-2%	-3%
AMA1-RON2 inh	8%	nt	-17%	-3%	nt	-7%
Giardia FBPA inh	1%	nt	5%	nt	nt	12%
AmpC no deterg	-11%	nt	-4%	-9%	nt	-14%[11.4 µM]
HCMV antiviral	-103*	0	31	25	29	50
Sm TGR inh	9%	0%	1%	-17%	-2%	-2%

37: CC(=O)Nc1ccc(N/C=C/C(=O)c2ccco2)cc1
38: CCc1ccc(C(=O)NC2CCCCC2)s1
39: Cc1ccsc1C(=O)OCC(=O)N1CCc2ccccc2C1
40: O=C(CC1(c2ccc(Cl)cc2)C2CC3CC(C2)CC1C3)NCCO (stereo unspecified)
41: CC(=O)c1ccc(N2CCN(C(C)C(=O)Nc3ccc4c(c3)OCCO4)CC2)cc1 (stereo unspecified)
42: O=C(O)Cc1csc(-c2ccc(F)cc2)n1
compound no.	37	38	39	40	41	42
AmpC detergent	9%	-7%	-7%	5%	nt	-1%
AMA1-RON2 inh	-6%	-1%	-1%	6%	5%	0%
Giardia FBPA inh	?	-14%	0%	3%	nt	4%
AmpC no deterg	-11%	-20%	-8%	114%[activator]	-6%	-18%
HCMV antiviral	56	-30	11	-14	92	-34
Sm TGR inh	-26%	0%	0%	7%	nt	5%

43: COc1cc(C(=O)OC2CCN(C)CC2)cc(OC)c1OC
44: Oc1ccccc1N1CCN(c2ccc3ccccc3n2)CC1
45: COc1ccc(-c2cc(C(F)(F)F)nc(SCCC(=O)Nc3cccc(OC)c3)n2)cc1
46: COc1ccc(NC(=O)CCNC(=O)Cn2cnc3ccccc3c2=O)cc1OC
47: COC(=O)c1c(CSc2ccc(Cl)cc2)noc1C(=O)NCc1ccco1
48: Cc1cccc(-c2noc(CCCC(=O)NCc3ccco3)n2)c1
compound no.	43	44	45	46	47	48
AmpC detergent	-1%	-2%	19%	-7%	-13%	1%
AMA1-RON2 inh	?	-18%	nt	0%	-16%	nt
Giardia FBPA inh	-10%	4%	nt	-3%	0%	nt
AmpC no deterg	-28%	-38%	nt	-6%	-35%	nt
HCMV antiviral	26	154	-31	-37	8	-12
Sm TGR inh	-18%	-18%	42%[activator]	-11%	0%	-2%

49: CN(C(=O)CSc1nncn1-c1ccccc1)c1ccccc1
50: Cc1ccc(C)c(N2N=C(C(=O)N(CC(C)C)c3c(N)n(Cc4ccccc4)c(=O)[nH]c3=O)CCC2=O)c1
51: CCCOC(=O)c1ccc(S(N)(=O)=O)o1
52: c1cncc(-c2noc(-c3ccco3)n2)c1
53: COC(=O)c1c(C)oc(C)c1S(=O)(=O)NCC1CC1
54: COCCn1c(SCc2nnc(-c3ccc(OC)c(OC)c3)o2)nnc1-c1ccncc1
55: COc1ccc(-c2cc(C(F)(F)F)c(C#N)c(SCC(=O)Nc3ccc(F)cc3)n2)cc1
compound no.	49	50	51	52	53	54	55
AmpC detergent	-2%	-3%	-16%	?	3%	5%	6%
AMA1-RON2 inh	10%	2%	-2%	4%	-13%	-5%	nt
Giardia FBPA inh	6%	-7%	4%	3%	3%	6%	nt
AmpC no deterg	2%	-22%	1%	-20%	-12%	0%	nt
HCMV antiviral	11	17	-24	40	18	-25	9
Sm TGR inh	2%	3%	-21%	-13%	5%	3%	-2%
